FUS yeast rescue: suppressors of FUS proteinopathy in yeast; S. cerevisiae FUS-expressing, growth rescue, OD600, 24 h; 390,000 compounds, 0.24% hits; Potency, µM (titrated, usually from 76.6 µM), inactives show at the highest dose growth rescue (activation), hits mostly activators;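 also: potency is read from the fitted curve at half-maximal effect; plate controls were DMSO vehicle for no effect and reference control for full effect; nearly all actives have a fitted effect of over 55% in size; some results filed as inactive show a strong effect at the top dose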
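FUS-expressing yeast, raffinose-pregrown, induced in 2% galactose minimal medium at OD 0.005; compounds in a dilution series, 24hr at 30C. Growth restoration read as absorbance at 600 nm. CP55940 positive control, DMSO negative.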
Abeta yeast res: A-beta toxicity reversal in yeast | yeast expressing A-beta42, growth rescue, OD600, 48 h; response scale: 0% DMSO, 100% iron-clioquinol control | Potency, µM (series often up to 46.1 µM), inactives show at the top dose growth rescue, actives largely listed as activators | 410,000 compounds, 0.063% hits | AID 1347071; also: potency is read from the fitted curve at half-maximal effect; nearly all actives have a fitted effect of over 55% in size
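Yeast growth medium received pinned compounds, then yeast cells expressing toxic A-beta were added; plates incubated at 30 C for 48 hr. Growth read as absorbance at 600 nm, normalized to DMSO and equimolar FeCl3 plus clioquinol controls.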
EPAC1 agonist: EPAC1 (human) agonism | O95398 | EPAC1 agonist qHTS, biochemical assay; response scale: 100% = response to 6.5 mM cAMP | Potency, µM (titrated, usually from 154 µM), for the others: at the highest dose activation, hits mostly activators | 360,000 compounds, 0.073% hits | AID 720707; also: potency is read from the fitted curve at half-maximal effect; nearly all actives have a fitted effect of over 60% in size
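Normalized to 6.5 mM cAMP, activity reflects EPAC1-catalysed release of BODIPY-GDP from Rap1B, followed kinetically over 30 min at 480 nm excitation, 540 nm emission. Reaction contained 100 nM EPAC1, 250 nM Rap1B-BODIPY-GDP, 50 uM GDP.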
WRN inhibitor: WRN helicase (human) inhibition; Q14191; WRN helicase unwinding, fluorescent forked duplex, kinetic; Potency, µM (doses to about 114 µM), for the others: top-dose activity change, negative = inhibition, hits mostly inhibitors; 360,000 compounds, 0.46% hits; AID 651768; also: potency is read from the fitted curve at half-maximal effect; % is scaled to controls: 0 for no effect and ±100 for the full control effect; nearly all actives have a fitted effect of over 55% in size
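Fluorescence dequenching readout, ex 525 nm/em 598 nm, kinetic mode: forked duplex DNA (100 nM final) with adjacent fluorophore and quencher unwound by WRN (20 nM final) with 2 mM ATP. Compound preincubation 15 min, room temperature.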
PLK1 PBD inh: blocks phosphopeptide binding to human PLK1 polo-box domain; P53350; Plk1 PBD binding of FITC phosphopeptide, fluorescence polarization; Potency, µM, for inactives: max response, negative = inhibition, hits mostly inhibitors; 360,000 compounds, 2.8% hits; AID 720504; also: potency is read from the fitted curve at half-maximal effect; series mostly up to about 57 µM; % is scaled to controls: 0 for no effect and ±100 for the full control effect; nearly all actives have a fitted effect of over 65% in size
Target sequence (P53350 whole entry, looked up, the tested form may be a part): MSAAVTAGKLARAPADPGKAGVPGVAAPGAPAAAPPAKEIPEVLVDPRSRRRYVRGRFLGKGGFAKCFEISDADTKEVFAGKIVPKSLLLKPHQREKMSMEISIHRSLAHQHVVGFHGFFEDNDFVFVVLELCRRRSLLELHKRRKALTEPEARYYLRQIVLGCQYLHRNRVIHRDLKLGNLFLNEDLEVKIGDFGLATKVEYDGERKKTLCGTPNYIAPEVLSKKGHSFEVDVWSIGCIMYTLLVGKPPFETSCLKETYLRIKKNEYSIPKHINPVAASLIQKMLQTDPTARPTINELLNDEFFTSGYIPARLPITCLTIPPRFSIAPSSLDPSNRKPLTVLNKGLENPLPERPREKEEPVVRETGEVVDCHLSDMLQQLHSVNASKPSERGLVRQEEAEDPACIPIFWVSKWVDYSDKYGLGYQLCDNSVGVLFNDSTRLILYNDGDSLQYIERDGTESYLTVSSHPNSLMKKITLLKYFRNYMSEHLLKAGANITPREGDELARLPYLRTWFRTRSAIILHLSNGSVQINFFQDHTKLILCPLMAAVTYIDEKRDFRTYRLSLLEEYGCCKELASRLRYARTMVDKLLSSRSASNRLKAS
IL2 activator: activates IL-2 in a cell-based reporter assay; 360,000 compounds, 0.065% hits; IL-2 activation reporter assay, cell-based qHTS; stimulated with anti-CD3/CD4/CD28 beads; in transgenic mouse T cells; activation, % (series mostly up to about 46 µM); AID 652025; in the data active = activation above about 50%; inconclusive = mostly about 30% to 49%; also: 0% is about no effect
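Readout is EGFP and DsRed signal by fluorescent plate cytometry after 18 h at 37 degrees C. Transgenic mouse T cells (750/well) received compound for 60 min before bead stimulation (anti-CD3, anti-CD4, anti-CD28); memory T cells served as non-tolerant control.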
EPAC1 antagonist: EPAC1 (human) antagonism; O95398; EPAC1 GEF assay, Rap1b-BODIPY-GDP exchange fluorescence; Potency, µM (doses to about 115 µM), for the others: top-dose activity change, negative = inhibition, actives largely listed as inhibitors; 360,000 compounds, 0.14% hits;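 also: potency is read from the fitted curve at half-maximal effect; plate controls were vehicle for no effect and positive control for full effect; nearly all actives have a fitted effect of over 50% in size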
PI5P4Ka inh: inhibitors of human PI5P4K alpha | PI5P4Kalpha enzyme, ADP-Glo luminescence, 60 min; active compounds read low | max response, % | 330,000 compounds, 1.2% hits; active = max response of -50% or lower; inconclusive = between -30% and -50%; inactive = -30% or higher; also: value at the top dose of about 77 µM; % is scaled to controls: 0 for no effect and ±100 for the full control effect
Target sequence (P48426 whole entry, looked up): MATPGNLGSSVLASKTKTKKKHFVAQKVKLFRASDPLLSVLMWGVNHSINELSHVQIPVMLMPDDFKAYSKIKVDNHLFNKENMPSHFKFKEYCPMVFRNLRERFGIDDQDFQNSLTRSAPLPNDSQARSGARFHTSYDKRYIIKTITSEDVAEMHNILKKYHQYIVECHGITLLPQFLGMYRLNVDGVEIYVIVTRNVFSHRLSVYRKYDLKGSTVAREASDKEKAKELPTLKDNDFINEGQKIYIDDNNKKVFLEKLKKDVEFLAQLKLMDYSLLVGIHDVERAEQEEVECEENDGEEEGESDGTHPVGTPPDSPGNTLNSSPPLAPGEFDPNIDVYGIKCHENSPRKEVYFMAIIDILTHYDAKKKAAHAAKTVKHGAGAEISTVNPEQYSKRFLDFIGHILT
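Enzyme plus substrate dispensed, test compounds pinned in, then ATP (5 microM final) added. After 60 min at RT, ADP-Glo reagent 1 for 45 min and reagent 2 for 30 min preceded luminescence imaging.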
* = called active by the depositor; u = inconclusive; x = not tested or not shown; & = joins results of further samples; [ ] = another dose, or the depositor's remark. Unless noted, calls follow the shape of the dose curve; as a rule, active = well fitted curve in the direction sought with a large enough effect; inconclusive = small, poorly fitted or top-dose-only effect, or another doubt; inactive = no such curve, though single readings can be large; an effect the other way counts as inactive or inconclusive.

cpd	mol	FUS yeast rescue	Abeta yeast res	EPAC1 agonist	WRN inhibitor
1	Cc1nc2nc(C)c(NS(=O)(=O)c3ccc(CC(C)C)cc3)c(=O)n2[nH]1	-5%&4%	-22%&-10%	11%	9%[57.1 µM]
2	COc1ccc(C2c3c(oc4ccccc4c3=O)C(=O)N2CC2CCCO2)cc1 (stereo unspecified)	-8%	21%	2%	0%
3	Cc1nc(NC(C)c2ccccc2)c2c3c(sc2n1)CCC3 (stereo unspecified)	3%	4%	25%	-16%
4	Cc1cc(Cl)ccc1OCC(=O)Nc1ccccc1CO	9%	-26%	4%	-4%
5	COc1cccc(NC(=O)C(NCCc2ccc(S(N)(=O)=O)cc2)c2ccccc2)c1 (stereo unspecified)	0%	17%	7%	-1%
6	Cc1cc([N+](=O)[O-])ccc1N1C(=O)c2ccc(C(=O)Nc3ccccc3C(=O)O)cc2C1=O	-26%	-7%	-8%	-10%
7	COc1cccc(-n2nnnc2SCC(=O)Nc2ccc(NC(C)=O)cc2)c1	39%	-3%	9%	7%
8	CCOc1ccc(CC(=O)NNC(=S)NC2CCCCC2)cc1OCC	u	14%	-10%	-3%

cpd	PLK1 PBD inh	IL2 activator	EPAC1 antagonist	PI5P4Ka inh
1	-13%	0.0	5%	2
2	0%	4.5	10%	x
3	-1%	-1.8	0%	-2
4	4%	-0.6	-6%	3
5	-4%	-3.3	-9%	1
6	-10%	0.5	-3%	-25
7	24µM*	0.0	-3%	-14
8	-7%	0.1	-13%	12

Continued.
cpd	mol	FUS yeast rescue	Abeta yeast res	EPAC1 agonist	WRN inhibitor
9	O=C(Cn1nc(-c2ccccc2)ccc1=O)NCC1CCCO1 (stereo unspecified)	21%	-23%	0%	14%
10	O=C(Nc1cccc(C(F)(F)F)c1)C1Cc2c(-c3ccccc3)ccnc2O1 (stereo unspecified)	32%	u	-13%	2%
11	O=C(C1CCCC1)N(c1ccccc1)C1C=CS(=O)(=O)C1 (stereo unspecified)	-6%	7%	-4%	-1%
12	COc1ccc(OC)c(C2CC(=O)Nc3cc(OC)c(OC)c(OC)c32)c1 (stereo unspecified)	-15%	6%	9%	-11%[57.1 µM]
13	COc1cccc(/C=N/NC(=O)c2ccc(CN3c4cccc5cccc(c45)S3(=O)=O)cc2)c1	x	-5%	0%	-21%
14	COc1ccccc1NC(=O)CSc1nnc(C)n1CC1CCCO1 (stereo unspecified)	10%	5%	-3%	0%
15	C[C@H](NC(=O)c1ccccc1)C(=O)OCC(=O)Nc1sccc1C(N)=O	11%	2%	1%	-6%
16	CC1CCN(c2ccc(C(=O)O)cc2NS(=O)(=O)c2ccc(Br)cc2)CC1	x	-2%	1%	-18%

cpd	PLK1 PBD inh	IL2 activator	EPAC1 antagonist	PI5P4Ka inh
9	-7%	0.0	11%	x
10	-1%	2.2	-7%	-3
11	-8%	-1.7	12%	x
12	-2%	-1.0	-7%	0
13	-12%	-3.9	-17%	7
14	-9%	0.3	-6%	15
15	-4%	-0.5	-9%	-29
16	u	2.2	-13%	1

(list continues)
cpd	mol	FUS yeast rescue	Abeta yeast res	EPAC1 agonist	WRN inhibitor
17	Cc1nc2ccccc2n1C(c1cccnc1)c1nc2ccccc2[nH]1 (stereo unspecified)	-1%	-6%	6%	-3%
18	O=C(COc1ccccc1Cl)c1ccc2c(c1)CCCC2	x	-6%	10%	-33%
19	CCc1cc(C(=O)N/N=C/c2ccc(O)cc2O)c2ccccc2n1	13%	-15%	1%	0%
20	O=C(COC(=O)C12CC3CC(CC(C3)C1)C2)N1CCN(S(=O)(=O)c2ccccc2)CC1	21%	15%	-3%	-12%
21	COc1ccc(-c2cc3ccc(OCC(C)=O)cc3oc2=O)cc1	7%	10%	-5%	3%
22	COc1ccc(OC)c(-c2cn(S(=O)(=O)c3ccccc3)nc2N)c1	13%	-3%	26%	5%
23	CCOc1ccc(C=NCC(O)c2ccccc2)cc1 (stereo unspecified)	-21%	-6%	-6%	0%
24	COc1nnc(-c2ccc(C)c(S(=O)(=O)NCC3CCCO3)c2)c2ccccc12 (stereo unspecified)	25%	5%	9%	-14%

cpd	PLK1 PBD inh	IL2 activator	EPAC1 antagonist	PI5P4Ka inh
17	-9%	-0.3	0%	-4
18	-8%	-6.3	-1%	-5
19	2%	-0.5	-21%	1
20	-7%	-0.5	-17%	8
21	-5%	-2.0	-4%	6
22	-5%	-3.0	20%	x
23	0%	0.8	-15%	-4
24	-16%	-0.4	2%	2

Continued; it opens with the two that closed the last part.
cpd	mol	FUS yeast rescue	Abeta yeast res	EPAC1 agonist	WRN inhibitor
23	CCOc1ccc(C=NCC(O)c2ccccc2)cc1 (stereo unspecified)	-21%	-6%	-6%	0%
24	COc1nnc(-c2ccc(C)c(S(=O)(=O)NCC3CCCO3)c2)c2ccccc12 (stereo unspecified)	25%	5%	9%	-14%
25	Cc1ccc(S(=O)(=O)Oc2ccc(C)cc2/C=N/N=C2\NC(=O)C(C)S2)cc1 (stereo unspecified)	16%	-3%	8%	-10%
26	O=c1c2[nH]c3cccc(Cl)c3c2ncn1CC1CCCO1 (stereo unspecified)	8%	0%	1%	7%
27	C[C@H]1CN=C(N(C)C)N1CCCCc1ccccc1	-17%	6%	-15%	2%
28	COc1ccc(NC(=O)CN2CCC(n3c(C)nc4cc(F)ccc43)CC2)c(OC)c1	13%	16%	-2%	-5%
29	Cc1ccc(S(=O)(=O)N2Cc3ccccc3CC2C(N)=O)cc1 (stereo unspecified)	-17%	6%	-5%	3%
30	O=C(NC(c1ccc(Cl)cc1)c1ccsc1)C1CCN(Cc2ccc(Oc3ccccc3)cc2)CC1 (stereo unspecified)	38%	-11%	-8%	-8%
31	Cc1nc2ncnn2c(C)c1CCC(=O)O	-14%	2%	-7%	4%
32	O=C(c1cnn2cccnc12)N1CCN(c2ccccc2)CC1	10%	9%	11%	-4%

cpd	PLK1 PBD inh	IL2 activator	EPAC1 antagonist	PI5P4Ka inh
23	0%	0.8	-15%	-4
24	-16%	-0.4	2%	2
25	-19%	2.9	-27%	8
26	-5%	0.1	10%	-3
27	-21%	-0.6	-11%	0
28	-4%	11	-3%	x
29	-11%	-1.4	6%	-16
30	-8%	-0.9	-3%	1
31	2%	0.1	2%	0
32	-14%	-1.0	-1%	x

Later entries:
cpd	mol	FUS yeast rescue	Abeta yeast res	EPAC1 agonist	WRN inhibitor
33	CCOC(=O)CC1C(=O)NCCN1Cc1cccc(OC)c1 (stereo unspecified)	14%	7%	-4%	2%
34	CC(=O)N1CCc2cc(S(=O)(=O)N3CCc4ccccc43)ccc21	x	-16%	3%	-14%
35	Cc1ccc(C(=O)NC(=S)Nc2ccc(CN3CCOCC3)cc2)cc1	20%	19%	-2%	3%
36	COC(=O)\C(C(C)=O)=C(/C=C/C=C/N(C)C)N(C)C	10%	8%	10%	-20%
37	COc1ccccc1NC1=CC(=O)CC(c2ccccc2)C1 (stereo unspecified)	-4%	4%	1%	-11%[57.1 µM]
38	Fc1ccccc1NC(=S)N(CCN1CCCCC1)Cc1ccco1	1%	3%	5%	u
39	CC1=NN(C(N)=S)C(=O)C1N=Nc1ccc(F)cc1 (stereo unspecified)	-29%	u	-2%	-7%
40	Cn1nc(C(=O)Nc2cccc(C(F)(F)F)c2)ccc1=O	14%	-19%	-2%	2%

cpd	PLK1 PBD inh	IL2 activator	EPAC1 antagonist	PI5P4Ka inh
33	-10%	-0.1	u	5
34	2%	-3.2	-5%	5
35	-6%	-1.0	-10%	7
36	-13%	-1.4	5%	0
37	5%	0.0	16%	2
38	-11%	-0.1	-3%	0
39	u	0.9	5%	1
40	-7%	-3.1	-3%	11

Profiles from above. Screens in order: FUS yeast rescue | Abeta yeast res | EPAC1 agonist | WRN inhibitor | PLK1 PBD inh | IL2 activator | EPAC1 antagonist | PI5P4Ka inh
C[C@H](NC(=O)c1ccccc1)C(=O)OCC(=O)Nc1sccc1C(N)=O is entered as 11% | 2% | 1% | -6% | -4% | -0.5 | -9% | -29
Cn1nc(C(=O)Nc2cccc(C(F)(F)F)c2)ccc1=O is entered as 14% | -19% | -2% | 2% | -7% | -3.1 | -3% | 11

(cont.)
cpd	mol	FUS yeast rescue	Abeta yeast res	EPAC1 agonist	WRN inhibitor
41	Cc1cc([N+](=O)[O-])c(C(C)(C)C)cc1N	-19%	0%	3%	-2%
42	COc1ccc(CCNC(=O)C(C)Sc2ccccc2)cc1OC (stereo unspecified)	u	3%	8%	-7%
43	O=C(c1ccc2c(c1)OCO2)C1CCCN(Cc2cccn2-c2cccnc2)C1 (stereo unspecified)	3%	-3%	3%	-1%
44	CC(=O)c1ccc(C)cc1OC(=O)c1cccc(F)c1	5%	0%	0%	10%
45	CC1CCN(CCC(=O)Nc2ccc(Br)cc2)CC1	-18%	11%	1%	-6%
46	Cc1ccccc1NC(=O)c1c(C)[nH]c(=S)c(C#N)c1-c1ccco1	u	-7%	7%	0%
47	COCCSc1nnc(NC(=O)c2ccc(OC)c([N+](=O)[O-])c2)s1	2%	-1%	3%	0%
48	CCC(CC)C(=O)c1c[nH]c(C(=O)NCc2ccncc2)c1	-1%	-6%	-3%	2%

cpd	PLK1 PBD inh	IL2 activator	EPAC1 antagonist	PI5P4Ka inh
41	2%	0.8	-3%	-3
42	-7%	0.4	-4%	2
43	-7%	3.9	4%	0
44	1%	-0.6	7%	-2
45	-5%	0.2	-1%	x
46	u	0.8	15%	-63*
47	-11%	-0.7	-35%	-5
48	-27%	-0.1	-1%	1

The listing continues:
cpd	mol	FUS yeast rescue	Abeta yeast res	EPAC1 agonist	WRN inhibitor
49	COc1ccc(CNCc2cccc(OC)c2OC)cc1Br	-2%	2%	-4%	1%
50	CC1(C)Cc2ccccc2-c2nnc(-c3ccccn3)n21	4%	-4%	-1%	10%
51	COc1ccc(C(=O)SC2=NCCS2)cc1OC	6%	20%	13%	-4%
52	Cc1csc(SCC(=O)Nc2cc(F)ccc2C)n1	-12%	5%	-1%	-1%

cpd	PLK1 PBD inh	IL2 activator	EPAC1 antagonist	PI5P4Ka inh
49	-11%	-0.5	-25%	-19
50	-5%	-0.1	3%	x
51	-10%	-0.8	-8%	-1
52	-9%	-2.5	3%	2

Looked up above.
entry 7 in FUS yeast rescue shows 39%
entry 28 in WRN inhibitor shows -5%
entry 40 in WRN inhibitor shows 2%
entry 19 in EPAC1 agonist shows 1%
entry 4 in Abeta yeast res shows -26%
